# Screening results from PubChem BioAssay.
# POLI inh – qHTS for Inhibitors of Polymerase Iota; DNA polymerase iota (Homo sapiens), Q9UNA4; Pol iota fluorescent replication assay, 10 min; AID 588590, 2011; Potency, µM (series often up to 115 µM), for inactives: at the highest dose activity, negative = inhibition, most hits filed as inhibitors; 390,000 compounds, 1% hits; also: potency is read from the fitted curve at half-maximal effect
#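 Fluorescent replication assay read twice, at 0 min and 10 min after adding 50 nM (final) substrate. Enzyme (10 nM) and compounds were first incubated 15 min at room temperature; enzyme-free buffer wells were negative controls.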
# Pol kappa inh – qHTS for Inhibitors of Polymerase Kappa; 400,000 compounds, 0.53% hits; DNA polymerase kappa (Homo sapiens), Q9UBT6; Potency, µM (highest dose often 107 µM), without a hit: at the highest dose activity, negative = inhibition, actives largely listed as inhibitors; purified Pol kappa, fluorescent DNA synthesis assay, 10 min; also: potency is read from the fitted curve at half-maximal effect; % is scaled to controls: 0 for no effect and ±100 for the full control effect
#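 10 nM Pol kappa preincubated 15 min at room temperature with compounds, then reaction started with substrate at 50 nM final. Fluorescence read kinetically at 0 and 10 min; buffer-only wells served as negative control.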
# RXFP1 antag – qHTS Assay for Antagonists of the Relaxin Receptor RXFP1 | HEK293-RXFP1, relaxin-stimulated cAMP HTRF, 30 min; active compounds read low | Relaxin receptor 1 (Homo sapiens), Q9HBX9 | AID 1259400, 2018 | activity change, negative = inhibition, % at 57.5 µM | 350,000 compounds, 0.59% hits;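 active = activity change of -60% or lower, but not beyond a set lower limit; inconclusive = change between -60% and -40%, or beyond the set limit; inactive = change above -40%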; also: % is scaled to controls: 0 for no effect and ±100 for the full control effect
# Anesthetic bind – qHTS Assay for Identification of Novel General Anesthetics. 350,000 compounds, 0.074% hits. Potency, µM (series often up to 77.5 µM), inactives show at the top dose activity change, negative = displacement, hits mostly inhibitors. apoferritin/1-aminoanthracene competitive binding, fluorescence. Ferritin light chain (Equus caballus), P02791; also: potency is read from the fitted curve at half-maximal effect; % is scaled to controls: 0 for no effect and ±100 for the full control effect; nearly all actives have a fitted effect of over 20% in size
#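 Apoferritin-based anesthetic binding model; compound displacement of fluorescent 1-AMA measured as endpoint fluorescence after 10 minutes at room temperature, scaled to free-ligand and complex controls.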
# PGK inhibitor – qHTS Assay to Find Inhibitors of Phosphoglycerate Kinase; Phosphoglycerate kinase, glycosomal (Trypanosoma brucei brucei), P07378; PGK/GAPDH coupled, Kinase-Glo luminescence, 60 min; Potency, µM (titrated, usually from 57.5 µM), without a hit: top-dose activity change, negative = inhibition, hits mostly inhibitors; 380,000 compounds, 0.043% hits; also: potency is read from the fitted curve at half-maximal effect; % is scaled to controls: 0 for no effect and ±100 for the full control effect; nearly all actives have a fitted effect of over 60% in size
#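 Luminescent ATP detection (Kinase-Glo Plus) follows a 60-minute room-temperature incubation, with wells lacking PGK as controls. Buffer: 100 mM TEA (pH 7.6), 5 mM MgCl2, 0.01% Tween-20. Coupling enzyme GAPDH (100 nM final) supplies unstable 1,3-BPG in-well.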
# POLH inh – qHTS for Inhibitors of Polymerase Eta | Potency, µM (highest dose often 114 µM), without a hit: at the top dose activity change, negative = inhibition, actives largely listed as inhibitors | DNA polymerase eta (Homo sapiens), Q9Y253 | 390,000 compounds, 1.2% hits | recombinant Pol eta, fluorescent DNA replication assay; also: potency is read from the fitted curve at half-maximal effect; % is scaled to controls: 0 for no effect and ±100 for the full control effect
#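 Pol eta (10 nM) was preincubated with compounds for 15 min at room temperature, after which fluorescent replication substrate (50 nM final) was added to start the reaction. Fluorescence was read kinetically at 0 and 10 min.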
# APEX1 inh – qHTS Assay for Inhibitors of the Human Apurinic/apyrimidinic Endonuclease 1 (APE1); Potency, µM (top dose mostly 65.8 µM), without a hit: top-dose activity change, negative = inhibition, usual class: inhibitors; recombinant APE1, TAMRA/BHQ-2 abasic DNA cleavage fluorescence; 350,000 compounds, 0.35% hits;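 also: potency is read from the fitted curve at half-maximal effect; plate controls were vehicle for no effect and reference inhibitor for full effect; nearly all actives have a fitted effect of over 55% in size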
#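 Quantitative HTS: incision of a TAMRA/BHQ-2 double-stranded substrate bearing a tetrahydrofuran abasic site by 0.75 nM APE1 raises fluorescence. Substrate 50 nM final, added after 15 min compound preincubation at room temperature; progress as third-minus-first kinetic read difference.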
# BLM inh – qHTS Assay for Inhibitors of Bloom's syndrome helicase (BLM). RecQ-like DNA helicase BLM (Homo sapiens), P54132. Potency, µM (titrated, usually from 56.1 µM), for the others: top-dose activity change, negative = inhibition, usual class: inhibitors. 350,000 compounds, 0.2% hits. recombinant BLM DNA unwinding, fluorescence dequenching;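 also: potency is read from the fitted curve at half-maximal effect; plate controls were vehicle for no effect and no enzyme for full effect; nearly all actives have a fitted effect of over 35% in size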
# Pol beta inh – qHTS Assay for Inhibitors of DNA Polymerase Beta; AID 485314, 2010; Pol beta primer extension/strand displacement, fluorescence kinetic; 340,000 compounds, 1.3% hits; Potency, µM (top dose mostly 114 µM), for the others: at the top dose activity change, negative = inhibition, hits mostly inhibitors; also: potency is read from the fitted curve at half-maximal effect; % is scaled to controls: 0 for no effect and ±100 for the full control effect
#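 Values derive from four-parameter Hill fits of normalized kinetic data: reads at 0 and 10 min following addition of 50 nM substrate to 10 nM Pol beta preincubated 15 min with compound.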
# An asterisk follows results filed as active; i = inactive; ? = inconclusive; . = not tested or not shown; & = joins results of further samples; ! = not confirmed by another sample; [ ] = another dose, or the depositor's remark. Unless noted, calls follow the shape of the dose curve; as a rule, active = well fitted curve in the direction sought with a large enough effect; inconclusive = small, poorly fitted or top-dose-only effect, or another doubt; inactive = no such curve, though single readings can be large; an effect the other way counts as inactive or inconclusive. Some of the compounds tested; count on the stated rates, not on these rows.
# The line under a structure holds: POLI inh | Pol kappa inh | RXFP1 antag | Anesthetic bind | PGK inhibitor | POLH inh | APEX1 inh | BLM inh | Pol beta inh
> COc1cc(OC)cc(C(=O)NCc2ccc3[nH]c(C)cc3c2)c1
 : 31.2%[activator] | 5.5% | -2.7 | -6.3% | -6.1% | -22.4% | 24.0% | -1.2% | 3.9%
> CC(/C=C\c1cccnc1)=C/C(=O)O
 : -11.2%&-0.8% | -13.0%&-1.0% | 4.7&-10.3 | -13.2%&-7.5% | ? | 20µM*! | -4.0%&10.6% | -1.5%&-1.6% | 28.2µM*!
> CC[C@@H](C)[C@H](NC(=O)CNC(=O)Cc1c(C)c2c(cc(C)c3c(C)coc32)oc1=O)C(=O)O
 : -27.0% | -13.7% | 9.4 | 60.9%[activator] | . | -6.1% | 17.0% | -1.2% | 3.1%
> Cc1nnsc1C(=O)N(Cc1ccccc1)C(C)C
 : 25.1% | -13.5% | 4.5 | -4.2% | 5.0% | -1.6% | -6.1% | 0.1% | -14.1%
> C=CCn1c(SCC(=O)c2cccs2)nnc1-c1cccc(OC)c1
 : -14.2% | -2.7% | -34.0 | 1.6% | -8.1% | 8.7% | -3.4% | -1.2% | ?
> Cc1ccnc(NC(=O)CS(=O)(=O)Cc2ccccc2)c1
 : 7.6% | -15.7% | 8.8 | -18.1% | -4.9% | 8.5% | 12.0% | 0.5% | 24.9%
> Cc1nc([N+](=O)[O-])cn1CC(=O)c1ccc(F)cc1
 : 10.3% | -5.2% | -2.2 | 1.7% | -9.2% | 2.2% | 17.6% | -2.5% | 3.4%
> Nc1sc2c(c1C(=O)c1ccc(Cl)cc1)CCCC2
 : . | 4.2%[60.1 µM] | . | -21.8% | . | . | ? | -17.0% | .
> O=C(NC1CCS(=O)(=O)C1)c1ccc(N2CCCCC2)c([N+](=O)[O-])c1 (stereo not given)
 : 0.0% | -14.0% | -3.1 | -8.3% | -1.4% | -11.8% | 15.1% | 1.7% | -21.7%
> Cc1ccc(NC(=O)C(c2ccc(Cl)cc2)N2CCCCC2)cc1 (stereo not given)
 : -7.8% | -5.7% | -9.9 | -5.4% | 4.3% | -4.0% | 13.0% | -12.1% | 9.8%
> COc1ccc(-c2nc3ccccc3n3c(-c4ccc(OC)cc4)c4c(=O)n(C)c(=O)n(C)c4c23)cc1
 : 13.6% | 1.2% | -2.7 | -3.6% | -5.6% | -9.2% | . | -5.7% | 12.6%
> N#Cc1ccccc1CSc1nnc(-c2ccccc2)o1
 : -12.8% | 3.3% | . | -12.8% | -7.7% | 3.0% | . | -1.7% | 18.8%
> CCOC(=O)c1cc(-c2ccccc2)n(CC(=O)NC(C)(C)C)c1C
 : 23.7% | -5.3% | 2.0 | -17.7% | -9.6% | -23.4% | -2.8% | -10.9% | 34.6%
> CCCCN(CC)C(=O)c1ccc(-c2ccccc2)cc1
 : 16.7% | -8.2% | 4.2 | -3.3% | -10.3% | -23.9% | -4.8% | -5.9% | 18.2%
> O=C(O)c1ccc(/C=N/NC(=O)c2ccc(F)cc2)cc1
 : 33.2%[activator] | -16.1% | -38.5 | 8.2% | -5.3% | -2.4% | ? | -2.7% | -1.0%
> Cc1ccc(SC[C@H](C)CN2CC[C@H](C)CCC2=O)cc1
 : 29.7%&16.9% | -21.4%&-20.9% | . | -23.4% | -1.2% | -14.9% | -2.9% | 0.5% | 15.7%
> Cc1ccc(S(=O)(=O)CCC(=O)N2CCN(c3ccccc3F)CC2)cc1
 : 27.3% | -12.6% | 24.6 | -3.1% | 5.5% | -17.3% | 24.2% | -0.2% | 6.6%
> COC(=O)c1ccccc1NC(=O)CNc1ccc(F)c(S(=O)(=O)N2CCOCC2)c1
 : 15.8% | -5.8% | 10.5 | . | -10.7% | -3.2% | ? | . | .
> COc1cccc(C(=O)c2c(C)c(CCC#N)n3ccccc23)c1
 : 13.3% | -2.7% | 4.3 | -19.7% | -7.8% | -0.3% | -1.3% | -15.2% | 3.9%
> O=C(c1cc(-c2ccccc2Cl)nc2ccc(Br)cc12)N1CCN(c2ccccn2)CC1
 : -13.1% | -2.5% | -14.3 | . | -0.8% | -6.2% | . | . | .
> Cc1cc(NC(=O)CSc2nc3c(c(=O)n2Cc2ccccc2)SC(C)C3)no1 (stereo not given)
 : -0.7% | -1.7% | . | -4.9% | -2.2% | -10.5% | -0.5% | -7.5% | 4.4%
> CC1(c2ccccc2)NC(=O)N(CC(=O)NCc2cccc(Cl)c2)C1=O (stereo not given)
 : 20.0% | -1.8% | -9.0 | -8.2% | -2.9% | -10.6% | 42.7%[activator] | -3.8% | -27.0%
> CC(NC(=O)/C(C#N)=C1\N=C(NC(=O)c2cccs2)c2ccccc21)c1ccccc1 (stereo not given)
 : -18.4% | 1.2% | -11.0 | 3.0% | i | -16.9% | -4.8% | -1.4% | 33.3%
> Cc1ccc(NC(=O)Cn2cc3c(n2)CCCC3)cc1Cl
 : ? | -3.2% | -8.2 | -13.0% | i | -7.7% | . | -4.8% | 37.1%
> COc1cccc(NC(=O)Cc2nnc(SCC(=O)NC(C)c3ccccc3)n2C)c1 (stereo not given)
 : 19.8% | -2.9% | -2.8 | 1.0% | -1.9% | -20.4% | 2.5% | -1.7% | 21.5%
> Cc1ccc(CC(=O)NCc2cccnc2)cc1
 : . | . | . | -9.6% | . | . | 1.2% | -4.0% | 3.1%
> O=C(O)/C=C/C(=O)Nc1cc(F)ccc1F
 : 9.4% | -9.9% | 5.2 | 5.6% | i | -9.5% | 13.0% | 0.9% | 21.4%
> COc1ccc(NC(=O)CCN2CCN(S(=O)(=O)c3ccc(Br)cc3)CC2)cc1
 : 9.2% | 0.0% | -7.6 | -14.0% | 2.6% | -6.9% | 25.2% | 1.3% | 29.1%
> Cc1c(C(=O)OCC(=O)NC(=O)NC2CCCCC2)cccc1[N+](=O)[O-]
 : 53.9%[activator] | -9.1% | -15.5 | . | i | -20.3% | -9.9% | . | .
> Cn1c(=O)c2cc3c(nc2n(C)c1=O)CC(c1ccccc1)CC3=O (stereo not given)
 : 3.5% | -10.9% | 3.0 | -4.4% | i | -2.2% | -17.0% | 0.0% | 39.9%
> CCOc1ccc(S(=O)(=O)N2CCOCC2)cc1NC(=O)CSCc1c(C)noc1C
 : 26.1% | 4.8% | 20.8 | . | i | -12.2% | 50.7%[activator] | . | .
> O=C(Nc1ncc2c(n1)-c1ccccc1OC2)c1ccccc1Cl
 : 3.4% | 2.2% | -13.2 | -0.9% | i | -11.4% | 2.0% | -1.8% | 20.2%
> COc1ccccc1NC(=O)Cn1c(=O)c(CNc2ccc(C)cc2)cc2cc3c(cc21)OCCO3
 : 10.2% | -4.8% | . | 92.9%[activator] | -1.4% | -2.7% | . | -8.3% | -18.5%
> O=C(NCCc1c[nH]c2ccccc12)c1ccc([N+](=O)[O-])cc1
 : 12.1% | -13.3% | 2.6 | -2.6% | -8.8% | -7.6% | 13.8% | -9.2% | 9.9%
> O=C(Nn1cnnc1)c1ccc(F)c(S(=O)(=O)N2CCCCC2)c1
 : 8.0% | -6.8% | -1.3 | -4.9% | -8.4% | -12.7% | -2.2% | -6.4% | 9.9%
> CCOC(=O)C(C#N)=CN1CCNc2ccccc21
 : 1.8% | -15.0% | -17.3 | . | -2.2% | -6.0% | . | . | .
> Cc1c(-c2nnc(SCC(=O)Nc3ccc(Br)cc3)o2)nnn1-c1ccc(F)cc1
 : 6.6% | -5.4%[60.1 µM] | . | 4.7% | -5.3% | -0.8% | . | -0.2% | 0.9%
> CC(C(=O)N1CCOCC1)n1cc([N+](=O)[O-])cn1 (stereo not given)
 : 10.4% | 2.8% | -3.4 | -3.3% | -6.7% | -8.2% | -2.2% | 1.4% | 3.6%
> CCOc1cc(/C=N\NC(=O)c2ccc(NC(=O)C(C)(C)C)cc2)ccc1OC(=O)c1ccc(OC)cc1
 : -8.6% | 6.3% | 2.8 | -7.5% | i | -7.2% | 14.8% | -5.0% | 26.7%
> Cc1ccc(C(=O)/C=C/c2cn(CC(O)CN3CCc4ccccc43)c3ccccc23)cc1 (stereo not given)
 : ? | -9.7% | -4.0 | -16.0% | -6.6% | ? | . | -10.3% | 20.3%
> O=C(Cc1ccccc1)NCCSCc1ccc(Cl)cc1
 : -4.2% | -6.0% | -1.4 | -16.1% | -4.5% | -10.3% | ? | -0.4% | 27.2%
> CC(CCc1ccccc1)NC(=O)Cn1c(=O)nc(-c2ccccc2F)c2cc(Cl)ccc21 (stereo not given)
 : ? | -11.6%[60.1 µM] | 1.9 | 66.6%[activator] | 1.6% | 6.1% | . | -8.2% | 2.4%
> CC(Sc1ccc(S(=O)(=O)N2CCN(C)CC2)cn1)C(=O)NC1CCCCC1 (stereo not given)
 : 7.0% | -13.9% | -2.5 | . | i | -11.8% | 13.8% | . | .
> C=C1C(=O)OC2C=C(CO)CCC=C(CO)CC(OC(=O)C(C)C)C12 (stereo not given)
 : ? | -17.3% | 7.3 | . | -4.9% | ? | . | . | .
> Cc1cc(C(=O)COC(=O)c2cccnc2Cl)c(C)n1-c1c(C)n(C)n(-c2ccccc2)c1=O
 : -22.3% | 9.4% | -6.7 | -7.0% | -0.6% | -12.5% | -10.1% | 0.0% | -0.9%
> COc1ccc(CN2Cc3cccc4c3[C@@H](CC2=O)[C@H](O)[C@H](O)C4)cc1
 : -11.9%&0.6% | 6.1%&-19.4% | . | . | -0.3% | -8.7% | 3.5% | . | .
